Myeloid diff MLP: myeloid differentiation induction. ER-HoxA9 myeloid progenitors, lysozyme-GFP differentiation, flow cytometry. calls only at 10 µM. actives 1% (n = 360,000);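 active = normalized GFP-positive differentiation at or above the plate's own cutoff, the solvent-only control mean plus 3 SD; inconclusive = no clear call, values can overlap the other calls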;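 note: cells exposed to compound for four days before flow analysis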
Myeloid diff MLP GFP+ MAC1+ %: also measured in Myeloid diff MLP; calls as there; GFP+ MAC1+ double positive, %; measured here: differentiation confirmed by MAC1 staining
Starred values were filed as active, the others as inactive; i = inactive; ? = inconclusive; · = not tested or not shown; + = active, no number. A portion of the library; count on the stated rates, not on these rows.

nr	molecule	Myeloid diff MLP	Myeloid diff MLP GFP+ MAC1+ %
1	COCCCN1C(=O)C(CC(=O)NC2CCCCC2)CC(C(=O)N2CCOCC2)=C1C (stereo not drawn)	i	0.2
2	S=C(CSc1ccccc1)Nc1cccc2ccccc12	i	0.7
3	COc1cccc(C#Cc2cnc3c(c2)C(=O)N([C@@H](C)CO)C[C@H](C)[C@H](CN(C)C(=O)C2CCC2)O3)c1	i	0.7
4	CCCNC(=O)C1(C)CCN1C(=O)C/C=C/c1ccccc1 (stereo not drawn)	i	0.8
5	CCOc1ccc(CCN2C(=S)N([C@@H](CC(C)C)CN3CCC[C@@H]3CN3C(=S)NC[C@@H]3CC(C)C)C[C@@H]2CC(C)C)cc1	i	0.7
6	Cc1cccc(C)c1N1CCN(C(c2cc3ccccc3o2)c2nnnn2C(C)(C)C)CC1 (stereo not drawn)	?	·
7	C[C@H](CO)N1C[C@H](C)[C@H](CN(C)Cc2ccncc2)OCc2ccccc2-c2c(n(C)c3ccccc23)C1=O	i	0.4
8	Cc1ccc(S(=O)(=O)N2CCc3ccccc3CC2)cc1	i	1.1
9	O=C(CCCCn1cnc2c(=S)nc[nH]c21)Nc1ccc(C(=O)O)cc1	i	0.8
10	O=C1C=CC2(C=C1)O[C@H](Cc1ccccc1)[C@@H](Cc1ccccc1)O2	+	46*
11	COc1cc(OC)c(NC(=O)CC2SC(N)=NC2=O)cc1Cl (stereo not drawn)	i	0.8
12	C[C@@H]1CN([C@@H](C)CO)C(=O)CCCn2nncc2CO[C@H]1CN(C)C(=O)Nc1ccnc(N2CCOCC2)c1	i	0.7
13	Cn1c(=O)c2c(-c3ccccc3)n(-c3cc([N+](=O)[O-])ccc3N)cc2n(C)c1=O	i	2.2
14	COc1cccc(C(=O)NC2CC3CCCC(C2)N3Cc2ccc(F)cc2)c1 (stereo not drawn)	i	0.5
15	Cc1ccc(S(=O)(=O)NCN2C(=O)c3ccccc3C2=O)cc1	i	0.6
16	CC(c1ccccn1)C(C)(O)C(C)c1ccccn1 (stereo not drawn)	i	0.9
17	O=C1c2cccc3cccc(c23)C(=O)N1Cc1ccccn1	i	0.6
18	COc1ccc(-c2ccc(C(=O)Nc3ccc(OC)nc3)c3occc23)c(C)c1	i	1.5
19	COCCN1C[C@@H](CO)O[C@@H](n2cnc3c(NC(C)C)ncnc32)C1	i	0.5
20	CCN(C(=O)COC(=O)CCC(=O)c1ccc(Cl)cc1)c1c(N)n(Cc2ccccc2)c(=O)[nH]c1=O	i	1.0
21	CC(C)OC(=O)c1ccc(NCc2cc(O)ccc2O)cc1Cl	+	7.3*
22	CC(C)(CC1(C)NC(=O)NC1=O)OCc1ccccc1 (stereo not drawn)	i	1.1
23	Brc1ccc2nc(C3CCCCC3)c(CC3CCCCC3)n2c1	i	0.6
24	O=C(C1CC=CCC1)N1CCCCCC1 (stereo not drawn)	i	1.0
25	O=C(CCNC(=O)c1ccc([N+](=O)[O-])cc1)Nc1cc(C(F)(F)F)ccc1N1CCOCC1	i	1.8
26	O=Cc1ccc2c(c1)OCCOCCOCCOCCO2	i	0.6
27	O=C(N/N=C/c1ccc(N2CCOCC2)s1)c1ccc(O)cc1	i	0.8
28	Cn1c(=O)c2cc(NC(=O)CCc3cccnc3)ccc2n1Cc1cccc(C(F)(F)F)c1	i	0.9
29	CC1(Oc2ccc(Cl)cc2)CCN(Cc2ccc(-c3ccccn3)cc2)C1 (stereo not drawn)	i	2.2
30	O=c1cc(CN(Cc2ccccc2)Cc2ccccc2)c2ccccc2o1	i	1.5

Filtered by structure, the entries above with an NH in an aromatic ring
nr	molecule	Myeloid diff MLP	Myeloid diff MLP GFP+ MAC1+ %
9	O=C(CCCCn1cnc2c(=S)nc[nH]c21)Nc1ccc(C(=O)O)cc1	i	0.8
20	CCN(C(=O)COC(=O)CCC(=O)c1ccc(Cl)cc1)c1c(N)n(Cc2ccccc2)c(=O)[nH]c1=O	i	1.0

Continuation.
nr	molecule	Myeloid diff MLP	Myeloid diff MLP GFP+ MAC1+ %
31	CS(=O)(=O)c1ccc(C(=O)N2CCN(S(=O)(=O)c3ccc(C4CCCCC4)cc3)CC2)cc1	i	0.2
32	CCOc1ccc(NC(=O)c2ccc3c(c2)S(=O)(=O)N=C2CCCCCN23)cc1	i	1.3
33	CC(CCC(=O)NN)C1CCC2C3CCC4CC(O)CCC4(C)C3CCC12C (stereo not drawn)	i	0.9
34	CCOc1ccc(NC(=O)COC(=O)c2c[nH]c3ccccc23)cc1	i	0.4
35	COCC1CCN(C(=O)c2cc(COc3ccc(F)cc3Cl)on2)C1 (stereo not drawn)	i	0.4
36	COC(=O)c1cnc(Nc2nc(C(N)Cc3ccc(Cl)cc3)cs2)nc1C(F)(F)F (stereo not drawn)	i	0.8
37	O=C(Nc1cccc(OC(F)(F)F)c1)C1Cc2c(-c3ccc4c(c3)OCO4)ccnc2O1 (stereo not drawn)	i	1.5
38	COc1ccc(C(=O)NCC(c2ccco2)N2CCCCC2)cc1S(=O)(=O)Nc1ccc(C)cc1 (stereo not drawn)	i	0.6
39	O[C@@H]1C[C@H](c2ccc(Cl)cc2)N(Cc2cccs2)C[C@H]1n1cc(C2CC2)nn1	i	0.3
40	CCc1nc2c(OCc3cc(Cl)cc(Cl)c3)cccn2c1N(C)C(=O)c1ccc(OC)cc1	i	0.7
41	O=C1NC[C@H](CCCCN2C[C@H](Cc3ccc(O)cc3)N(CCc3ccc(O)cc3)C(=O)C2=O)N(Cc2ccccc2)C1=O	i	0.2
42	CC(=O)C1CN(S(=O)(=O)c2ccc(C)cc2)C(c2ccccc2)CC1C (stereo not drawn)	i	1.8
43	CCN(C(=O)CSc1nnc(-c2ccccc2Cl)n1N)c1c(N)n(Cc2ccccc2)c(=O)[nH]c1=O	i	0.5
44	CCCNCC(=O)Nc1sc2c(c1C(=O)Nc1c(C)n(C)n(-c3ccccc3)c1=O)CCCC2	i	0.3
45	O=C(CC1C[C@H](C(=O)N2CCCCC2)[C@@]2(CCc3ccccc3)c3[nH]c4ccccc4c3CCN2C1=O)NCCc1ccccn1 (stereo partly drawn)	i	1.1
46	OC1Cc2ccccc2C1Nc1cccc(C(F)(F)F)c1 (stereo not drawn)	i	1.0
47	CC1CN(N=Cc2ccc([N+](=O)[O-])o2)C(=N)O1 (stereo not drawn)	i	2.1
48	COc1cccc(-c2cc(NC(C)=O)c3ncc(-c4ccc(OC)c(OC)c4)n3c2)c1	i	2.3
49	C=CCNc1nc(-c2sc(NC(=O)C(C)(C)C)nc2C)c(-n2cc(-c3ccccc3)nn2)s1	i	1.3
50	COC(=O)C[C@H]1C[C@@H]2c3cc(NS(=O)(=O)c4cccc(OC)c4)ccc3O[C@@H]2[C@@H](CO)O1	i	0.2
51	Cc1c(C(=O)NCc2ccc(C(C)C)cc2)sc(=O)n1Cc1ccc(S(=O)(=O)N(C)C)cc1	+	10*
52	CC(C)C[C@H]1CN(CCCC[C@H]2CNC(=O)C(=O)N2Cc2ccccc2)C(=O)C(=O)N1CCC1CCCCC1	i	0.8
53	CN(C)Cc1ccccc1CNC(=O)c1cccc(S(=O)(=O)Nc2ccc3c(c2)OCO3)c1	i	0.7
54	CCOC(=O)[C@]12CCC=C1N(Cc1ccc(Cl)cc1Cl)C(=O)[C@H](CC(=O)NCC1CCCCC1)C2	i	0.5
55	CN(C)C1CN(Cc2cn(Cc3ccc(F)cc3)nn2)S(=O)(=O)C1 (stereo not drawn)	i	0.7
56	CC(=O)N1CCOc2ccc(S(=O)(=O)NC[C@H]3O[C@@H](n4ccc(N)nc4=O)[C@H](O)[C@@H]3O)cc21	i	0.6
57	CCOC(=O)CCCCCC(=O)Nc1ccc2c(c1)C(=O)N([C@@H](C)CO)C[C@H](C)[C@H](CN(C)C(=O)Nc1ccc(F)cc1)OCCCC[C@H](C)O2	i	1.3
58	C#CCN(C[C@H]1[C@H](OC(=O)NCc2ccco2)[C@H](OC(=O)NCc2ccco2)C[C@@H](C(=O)OC)[C@H]1C(=O)OC)S(=O)(=O)c1ccc(C)cc1	i	0.6
59	COc1ncnc2c1ncn2CCCNCCCN1CCCC1=O	i	0.4
60	Cc1ccc(C=C2SC(=S)N(CCCC(=O)Nc3cccc(C(=O)O)c3)C2=O)cc1	i	0.4

Rewritten field by field: entries from further up.
28) Cn1c(=O)c2cc(NC(=O)CCc3cccnc3)ccc2n1Cc1cccc(C(F)(F)F)c1
  Myeloid diff MLP = i
  Myeloid diff MLP GFP+ MAC1+ % = 0.9
29) CC1(Oc2ccc(Cl)cc2)CCN(Cc2ccc(-c3ccccn3)cc2)C1 (stereo not drawn)
  Myeloid diff MLP = i
  Myeloid diff MLP GFP+ MAC1+ % = 2.2
30) O=c1cc(CN(Cc2ccccc2)Cc2ccccc2)c2ccccc2o1
  Myeloid diff MLP = i
  Myeloid diff MLP GFP+ MAC1+ % = 1.5
31) CS(=O)(=O)c1ccc(C(=O)N2CCN(S(=O)(=O)c3ccc(C4CCCCC4)cc3)CC2)cc1
  Myeloid diff MLP = i
  Myeloid diff MLP GFP+ MAC1+ % = 0.2

(more compounds)
nr	molecule	Myeloid diff MLP	Myeloid diff MLP GFP+ MAC1+ %
61	CC[C@@H]1CC2=C(C(=O)OC(C)(C)O2)[C@H](c2ccc(F)cc2)O1	i	0.7
62	CC(=O)NCCNc1nc(NCc2ccccc2)nc2ccsc12	i	0.6
63	C(=NN=Cc1c[nH]c2ccccc12)c1c[nH]c2ccccc12	i	0.8
64	O=C(OC1C2C=CC1C1C(=O)NC21)c1ccccc1 (stereo not drawn)	i	1.2
65	COc1ccc(N(CC(=O)NC2CC3CCC2C3)S(=O)(=O)c2ccc(C)cc2)cc1Cl (stereo not drawn)	i	0.7
66	CN1OC[C@@H]2CN(C(=O)CCc3ccccc3)[C@H](c3ccc(N4CCCCC4)cc3)C[C@@H]21	i	1.0
67	O=C(Nc1ccc(F)cc1)N[C@@H]1CC[C@@H](CCn2cc(-c3ccc(F)cc3)nn2)O[C@@H]1CO	i	8.2
68	COc1ccc(CN2C(=O)C(CC(=O)NCc3cccc4ccccc34)CC(C(=O)N(C(C)C)C(C)C)=C2C)cc1 (stereo not drawn)	i	0.7
69	CCCCN1C(=O)C(CC(=O)NC2CCCC2)CC(C(=O)N(C(C)C)C(C)C)=C1C (stereo not drawn)	i	0.6
70	CCOC(=O)c1ccccc1NC(=O)COC(=O)c1ccc(OCC(=O)N2CCOCC2)c(OCC)c1	i	1.7
71	Cc1ccc(C(=O)OCC(=O)NCc2ccc(Cl)cc2)s1	i	0.6
72	CCN(CC)C(=O)c1cccc(-c2csc(C(O)(c3ccccc3)C(F)(F)F)n2)c1 (stereo not drawn)	i	1.8
73	COc1cccc(-c2cnc(C(O)c3ccc(Cl)c(F)c3)[nH]2)c1 (stereo not drawn)	i	1.3
74	O=C1NC(=S)S/C1=C\c1cc(Cl)ccc1Cl	i	0.7
75	CCOC(=O)[C@]12CCCC=C1N(Cc1ccc3c(c1)OCO3)C(=O)[C@H](CC(=O)N1CCCCC1)C2	i	0.3
76	CCN(CC(=O)Nc1ccc(OC)cc1)C(=O)c1ccc(OCc2c(C)noc2C)cc1	i	0.1
77	COc1ccc(Cl)cc1NC(=O)NNC(=O)C(=O)Nc1ccc(F)cc1	i	0.7
78	O=C(Nc1nccs1)c1csc([C@H]2C[C@H](O)[C@@H](CO)O2)n1	i	0.6
79	CC1(c2nnnn2Cc2ccccc2)CCC(=O)N1C1CC1 (stereo not drawn)	i	1.0
80	CCCS(=O)(=O)NC(=O)C1(C)CCN(C(=O)Cc2cccc(OC)c2)C1 (stereo not drawn)	i	1.4
81	C[C@@H]1CN([C@H](C)CO)C(=O)CCCn2cc(nn2)CO[C@H]1CN(C)C(=O)Nc1cccc2ccccc12	i	0.5
82	Cc1cc(Oc2cccc3c2S(=O)(=O)N(C2CCCC2)CC(COCc2ccccc2)O3)cc(C)c1C (stereo not drawn)	i	1.2
83	CSc1ccc(/C=C/C(=O)OCC(=O)N2CCN(c3ccccc3)CC2)cc1	i	0.5
84	O=C(NCc1ccc(F)cc1)c1cc(-c2ccccn2)nc2ccc(S(=O)(=O)N3CCOCC3)cc12	i	1.3
85	COc1ccccc1NS(=O)(=O)c1cc(C(=O)Nc2ccc(S(=O)(=O)Nc3onc(C)c3C)cc2)ccc1C	i	0.4
86	CCC(=O)c1ccc(OCc2cn(CC(=O)c3ccc(O)cc3)nn2)cc1	i	0.8
87	CCN1C[C@@H]2[C@@H]3C(=O)N(Cc4ccccc4)C(=O)[C@@H]3[C@](C)(C1=O)N2C(=O)c1ccc(Cl)cc1	i	1.2
88	CCCC(=O)N1CCC1(C)C(=O)Nc1ccc2nc(C)ccc2c1 (stereo not drawn)	i	1.2
89	O=C(O)C1CCC(C(=O)O)O1 (stereo not drawn)	i	1.1
90	CC1(C(=O)NS(=O)(=O)c2ccccc2C(F)(F)F)CCN1C(=O)c1cccc(F)c1 (stereo not drawn)	i	1.1

Additional structures follow.
nr	molecule	Myeloid diff MLP	Myeloid diff MLP GFP+ MAC1+ %
91	CCOC(=O)C1=CCN(S(=O)(=O)c2ccccc2Cl)C1c1cccc(F)c1 (stereo not drawn)	i	1.0
92	COc1ccc(C=C(C(C)=O)C(=O)c2ccccc2)cc1	i	1.4
93	CC1(C(=O)NS(=O)(=O)c2cccc(Cl)c2)CCN1C(=O)C1(c2ccccc2)CC1 (stereo not drawn)	i	1.5
94	CCNC(=O)C1(C)CCN(C(=O)c2ccc(N(C)C)cc2)C1 (stereo not drawn)	i	0.1
95	C[C@@H]1CN([C@H](C)CO)C(=O)c2cc(Br)cnc2O[C@H]1CN(C)C(=O)Nc1ccccc1F	i	1.4
96	CN(C(=O)COC(=O)c1c[nH]c2ccccc12)c1ccccc1	i	1.4
97	CCN1C(=O)[C@H]2[C@@H](c3ccc(OC)cc3)N[C@]3(CCCN(Cc4ccc(C(F)(F)F)cc4)C3=O)[C@H]2C1=O	i	0.5

Screening data (PubChem BioAssay)
